All columns: NCI-60 one-dose screen, growth in % after 48 h at 10 µM unless noted; 100 = growth as untreated, 0 = no growth, -100 = all killed.
SR: SR leukemia cells. 73,000 compounds, 8.7% hits. AID 1794780
RPMI-8226: RPMI-8226 leukemia cells. 77,000 compounds, 7.5% hits. AID 1794781
MDA-MB-435: MDA-MB-435 melanoma | 82,000 compounds, 7.8% hits
K-562: K-562 leukemia. 78,000 compounds, 7.4% hits
HOP-92: HOP-92 NSCLC cells | 71,000 compounds, 6.3% hits | AID 1794738
CCRF-CEM: CCRF-CEM leukemia. 77,000 compounds, 7% hits
MOLT-4: MOLT-4 leukemia cells; 80,000 compounds, 6.9% hits
HOP-62: HOP-62 NSCLC. AID 1794735. 80,000 compounds, 3.9% hits
* marks the source's active call; other numbers are inactive results; nt = not tested or not shown; & = joins results of further samples; [ ] = remark or other dose. How the source made its calls: active means growth percent below 10; inactive means the rest.

SMILES	SR	RPMI-8226	MDA-MB-435	K-562	HOP-92	CCRF-CEM	MOLT-4	HOP-62
CCN(CC)CCOC(=O)Nc1cc(C)c(NC(=O)OCCN(CC)CC)c(C)c1	101.6	92.0	108.1	86.4	87.4	96.5	80.4	83.5
COc1cc2c3c(n(C4CCN(C)CC4)c(=O)c2cc1OC)-c1cc2c(cc1C3=O)OCO2	7.9*	nt	84.5	81.2	nt	nt	29.5	nt
COc1cc2oc(-c3ccc(NC(=O)c4ccccc4Br)cc3)cc(=O)c2c(OC)c1OC	nt	34.3	83.0	42.6	27.1	48.4	42.4	104.1
O=C(Nc1cccc2ccccc12)ON=C1CCCCC1	109.9	98.1	114.5	102.4	100.3	99.4	93.6	106.9
COc1ccc(-c2ccc(SCC(=O)Nc3ccc(C#N)cc3)nn2)cc1	89.2	91.0	98.8	90.0	86.9	95.9	94.4	64.8
Cc1nc(NC(=O)C(C)(C)C)sc1[N+](=O)[O-]	86.2	90.8	103.9	80.2	61.2	58.8	88.2	104.3
Oc1ccc(CNNc2ccnc3c(O)cccc23)c2cccnc12	20.4	22.2	38.1	9.7*	54.3	18.7	13.4	25.2
COc1ccc2c(C3=C(c4cn(C)c5ccccc45)C(=O)NC3=O)coc2c1	nt	11.6	6.6*	nt	25.3	18.8	nt	45.3
O=[N+]([O-])c1ccc(NS(=O)(=O)c2ccccc2)c(Cl)c1	94.5	74.5	96.7	108.2	68.9	82.7	92.7	109.8
COc1ccc(C2=NN(C=O)C(c3ccc(Cl)cc3)C2)cc1S(=O)(=O)Nc1cccnc1 (stereo not given)	nt	101.9	102.2	97.4	104.1	99.1	94.2	96.8
COc1ccc(/C(C#N)=C/c2cccnc2)cc1	89.1	75.8	98.4	91.7	53.0	95.0	91.9	94.1
CCOP(=O)(OCC)O[C@H]1CCC(=O)[C@@H]2[C@H]1[C@H]1C[C@@H]3[C@@]4(C)CCCC(C)(C(=O)OC)[C@@H]4CC[C@@]23C=C1C(C)C (stereo not given in full)	37.5	21.9	52.0	30.1	46.8	55.1	30.0	76.8
Cn1c2c(c3cccc(Cl)c31)C(C#N)C1(CCOCC1)NC2=O (stereo not given)	103.1	113.2	96.9	92.4	37.6	nt	84.8	78.5
CC(C)(N)CO[C@H]1C[C@H]2CC[C@@]1(C)C2(C)C	105.7	107.6	94.7	122.8	89.2	104.8	107.1	106.2
COc1ccccc1-n1c(-c2csc(N)n2)n[nH]c1=S	91.1	115.4	113.0	114.9	nt	111.4	75.5	89.9
NC(=O)c1ccc([N+](=O)[O-])o1	78.8	99.8	114.0	94.8	109.3	90.7	98.2	113.8
CC(=O)[C@H]1CC[C@H]2[C@@H]3CC[C@@H]4C[C@H](OC(=O)CCC(=O)O)CC[C@]4(C)[C@H]3C(=O)C[C@]12C	102.2	96.5	107.5	98.4	nt	88.4	85.6	106.7
C#CCOC(=O)[C@]1(C)CCC[C@]2(C)[C@H]3C[C@H]4C(C(C)C)=C[C@]3(CC[C@H]21)[C@@H]1C(=O)CCC(=O)[C@@H]14	64.9	67.9	97.7	77.2	54.0	67.1	73.5	80.1
CCCCCCCCCCCCCCCCCCn1cc(COc2ccc(C=O)cc2)nn1	85.6	95.3	109.3	85.9	135.3	102.7	92.4	103.7
COc1cc(C(c2c[nH]c3ccccc23)N2CCCC2)cc(OC)c1OC (stereo not given)	76.4	95.7	105.7	94.6	92.6	92.4	91.6	97.1

Continued, overlapping the part above by six compounds.
SMILES	SR	RPMI-8226	MDA-MB-435	K-562	HOP-92	CCRF-CEM	MOLT-4	HOP-62
COc1ccccc1-n1c(-c2csc(N)n2)n[nH]c1=S	91.1	115.4	113.0	114.9	nt	111.4	75.5	89.9
NC(=O)c1ccc([N+](=O)[O-])o1	78.8	99.8	114.0	94.8	109.3	90.7	98.2	113.8
CC(=O)[C@H]1CC[C@H]2[C@@H]3CC[C@@H]4C[C@H](OC(=O)CCC(=O)O)CC[C@]4(C)[C@H]3C(=O)C[C@]12C	102.2	96.5	107.5	98.4	nt	88.4	85.6	106.7
C#CCOC(=O)[C@]1(C)CCC[C@]2(C)[C@H]3C[C@H]4C(C(C)C)=C[C@]3(CC[C@H]21)[C@@H]1C(=O)CCC(=O)[C@@H]14	64.9	67.9	97.7	77.2	54.0	67.1	73.5	80.1
CCCCCCCCCCCCCCCCCCn1cc(COc2ccc(C=O)cc2)nn1	85.6	95.3	109.3	85.9	135.3	102.7	92.4	103.7
COc1cc(C(c2c[nH]c3ccccc23)N2CCCC2)cc(OC)c1OC (stereo not given)	76.4	95.7	105.7	94.6	92.6	92.4	91.6	97.1
CCOC(=O)c1cc2ccccc2[nH]1	88.9	102.8	103.0	93.5	86.3	100.0	92.0	97.3
COc1ccc2c(c1)c(/C(O)=C1\COC(=O)C1=O)cn2Cc1ccc(F)cc1	135.9	72.1	108.8	86.6	72.1	76.7	111.7	112.3
Cn1ccc(=Nc2ccc(NC(=O)c3ccc(N=c4ccn(C)c5ccc([N+](=O)[O-])cc45)cc3)cc2)cc1	107.1	nt	83.4	96.0	70.9	89.2	125.9	52.6
O=[N+]([O-])c1cc(F)cc(F)c1Nc1cc(F)cc(F)c1	93.6	88.8	103.9	100.2	78.9	82.9	82.2	93.8
O=c1cc(Cl)[nH]c(=O)[nH]1	111.1	98.6	110.8	104.2	98.2	111.0	88.5	83.2
Nc1cccc(C(=O)Nc2cccc3ccc(O)cc23)c1	106.3	102.5	109.1	96.1	nt	115.0	103.9	90.9
Nc1ncnc2c1ncn2C1CC(O)C(CO)O1 (stereo not given)	95.0&109.5	104.6&102.1	107.2&104.9	96.6&115.6	nt	99.2&113.6	92.3&114.0	105.2&108.6
C/C=C(\Br)C(=O)N1CCCCC1	91.7	103.2	89.9	110.3	98.5	110.3	102.2	98.2
Cc1ccc(Cc2cnc(NC(=O)CN3C(=O)S/C(=C\c4ccc(Cl)cc4Cl)C3=O)s2)cc1	117.3	101.1	98.1	105.1	105.6	106.3	104.9	105.8
COc1ccc(/C=C/c2nc(Nc3cccc(C(C)=O)c3)c3ccccc3n2)cc1	75.4	81.5	66.6	52.8	90.1	88.3	83.9	113.3
COc1ccccc1C(N)=O	102.4	114.1	96.4	105.5	nt	101.5	108.3	112.4
CCC(=O)OCCN(C(=O)CC)c1ccccc1	101.5	103.1	104.0	104.4	100.7	104.5	103.3	97.6
COc1ccc(-c2cc(-c3cccs3)c3c(=O)[nH]c(SCC(=O)Nc4ccc(S(N)(=O)=O)cc4)nc3n2)cc1	nt	80.2	100.4	93.9	84.2	nt	94.7	103.5
N[C@H](CC1CC1)C(=O)N[S@@](=O)c1scc(Cl)c1Cl	91.1	84.0	105.6	86.4	96.6	91.9	94.9	108.5
CCCN1C(=O)C(O)(CC(=O)c2cc3ccccc3oc2=O)c2ccccc21 (stereo not given)	27.4	82.1	111.3	45.6	110.1	70.3	64.7	94.8
COc1ccc2nc(-c3ccc(OC)c(OC)c3)cc(-c3nnc(SCC(=O)Nc4ccc(/C(C)=N\O)cc4)o3)c2c1	99.2	89.4	102.3	87.7	86.1	nt	78.2	95.2
O=C(CN1C(=O)CN(/N=C/c2ccc([N+](=O)[O-])o2)C1=O)c1ccc(Br)cc1	105.1	85.4	97.9	98.4	102.4	97.7	98.5	100.2
CC1S/C(=N\NC(=O)Cc2csc3nc(-c4ccc(Br)cc4)cn23)N(c2ccc(Cl)cc2)C1=O (stereo not given)	77.7	76.0	105.2	80.3	119.1	83.7	74.3	106.5
c1ccc(-c2nc(-c3nc4ccccc4s3)[nH]c2-c2ccccc2)cc1	48.0	60.2	65.3	31.3	84.5	44.5	32.0	52.0
CN(C)c1cccc2c(S(=O)(=O)Nc3cc(-c4csc(NC(=O)CN5CCN(CCO)CC5)n4)ccc3F)cccc12	nt	69.9	93.4	nt	27.9	99.3	nt	91.8
COc1ccc(-c2c(C#N)c(=O)oc3c2c(N)nn3-c2ccccc2)cc1	95.1	98.4	101.3	102.1	90.3	109.3	103.6	92.9
COc1cccc(C(=O)NCCCNc2cc(-c3cn(-c4ccccc4)nc3-c3cccc(OC)c3)ccn2)c1	8.2*	25.3	40.2	22.8	45.3	24.7	nt	66.0
CCOC(=O)c1cnc2cc(Cl)cc(Cl)c2c1Nc1cccc(NS(C)(=O)=O)c1	117.2	102.3	97.8	90.0	82.4	96.2	88.7	101.5
Cc1cc(=O)n2[nH]cnc2n1	123.7&106.2	102.8&101.7	124.7&91.3	112.6&114.9	83.1&83.4	113.3&103.2	100.6&109.3	94.0&98.4
CC(=O)c1ccc(OCC(=O)O)cc1	100.1	110.2	108.9	105.6	98.4	102.6	97.5	98.0
COc1ccc(NC(=O)c2cc(OC)c3c(c2)OCO3)cc1O	75.5	121.9	41.0	75.4	71.9	117.0	99.3	97.9
Fc1ccc2ccccc2c1	83.9	96.5	106.1	93.5	nt	nt	93.7	100.3
c1ccc2c([C@@H]3CCC[C@H](c4c[nH]c5ccccc45)c4c3[nH]c3ccccc43)c[nH]c2c1	94.0	108.4	109.0	60.1[3 µM]	96.3	99.9	88.2	93.6
CC1(C)CC[C@]2(C(=O)O)CC[C@]3(C)C(=CC[C@@H]4[C@@]5(C)CC[C@H](OC(=O)c6cccnc6)C(C)(C)[C@@H]5CC[C@]43C)[C@@H]2C1	83.9	93.6	96.6	87.0	104.8	106.8	103.3	97.8
CCOC(=O)c1c(NC(=O)C2CC2)nn(C)c1Nc1ccccc1	94.2	99.6	101.8	96.4	81.5	97.7	101.9	110.4
CCCCCN(CCCCC)CC(O)c1cc2c(c3ccccc13)CCCC2 (stereo not given)	nt	34.8&15.4	69.8&83.4	24.7&23.5	-14.4*	57.2&52.9	61.7&41.7	75.6&36.2
CC(=O)Nc1ccc(NC(=O)Nc2cccc(-c3nc(-c4ccc(NC(=O)c5cccnc5)cc4Cl)no3)c2)cc1C(F)(F)F	-25.1*	nt	nt	-1.4*	-65.6*	-14.5*	-30.8*	-58.1*
CC[C@@]12CC(C(=O)OC)=C3Nc4cc(O)ccc4[C@@]34CCN(C[C@H]3O[C@H]31)[C@@H]24	86.7	101.3	96.4	89.0	101.2	100.8	101.3	102.1
COCCc1nn[nH]n1	122.8	110.0	95.4	112.1	97.6	111.8	114.7	106.3
COc1cc(/C=N/Nc2ccc(Br)cc2)cc(OC)c1OC	68.8	58.4	39.5	9.8*	98.2	31.1	44.1	93.1
CC(C)[C@@]12C[C@@H](OC(=O)COC(=O)c3ccccc3)[C@@](C)(O1)[C@@H]1CC[C@@H](C)[C@H]1[C@@H]2OC(=O)/C=C/c1ccccc1	nt	85.3	99.8	75.4	76.9	87.0	80.8	89.5
Cc1ccc2c(c1Cl)C(=O)c1ccccc1C2=O	87.5	96.8	116.3	105.2	93.1	95.6	94.8	99.9
N/N=C(\CCNc1ccc(S(N)(=O)=O)cc1)c1ccc2ccccc2c1	92.6	96.2	99.1	90.7	105.9	92.7	87.4	104.3
O=C(OC1CCCCC1)c1ccc(Cl)cc1	97.2	113.9	118.1	101.7	nt	106.3	110.0	116.7
CCc1ccc(C2=NN(c3ccc(S(N)(=O)=O)cc3)C(c3ccc(C)cc3)C2)cc1 (stereo not given)	79.1	88.7	97.7	59.9	92.6	85.3	67.4	102.0
NS(=O)(=O)c1ccc(CCn2c(SCc3ccc([N+](=O)[O-])cc3)nc3ccccc3c2=O)cc1	74.3	75.7	100.4	nt	96.9	79.7	67.7	86.8
NC(=NCCCOc1ccc(Cl)cc1)Nc1ccc(C(F)(F)F)cc1	-23.7*	-1.7*	9.0*	nt	20.9	3.2*	5.0*	48.3
Cc1ccn2c(C(=O)c3ccc(Br)cc3)cc(C(=O)/C=C/c3ccc(N(C)C)cc3)c2c1	87.3	106.9	102.1	103.4	113.9	101.3	103.1	111.8
O=C1/C(=C/c2ccccc2)COc2ccc(O)c(O)c21	106.2	99.5	109.6	96.0	85.4	94.1	97.2	101.7
N#Cc1c(N)nc2c(nnn2-c2ccc(F)cc2)c1N	90.8	98.7	103.2	nt	83.2	96.4	94.8	101.4
COc1ccc(-c2nc3sc4cc(OC)ccc4n3c2-c2nc3ccc(C(F)(F)F)cc3[nH]2)cc1	88.0	86.6	88.9	98.3	nt	93.6	88.8	85.3
CCN(CC)CC(C)C(O)(c1ccccc1)c1ccccc1 (stereo not given)	99.6	107.1	117.1	96.4	92.3	106.9	95.1	95.4
CC(=O)SCC(Cc1ccccc1)C(=O)NCC(=O)OCc1ccccc1 (stereo not given)	108.4	110.6	101.6	nt	94.7	100.6	96.8	nt
CN(Cc1cnc2nc(N)nc(N)c2n1)c1cccc2c1CN(C1CCC(=O)NC1=O)C2=O (stereo not given)	97.3	97.5	98.0	110.3	79.9	105.0	104.1	101.5
Nc1ncnc2c1N=C(c1ccccc1)CC(c1cccc(Nc3ccnc4cc(C(F)(F)F)ccc34)c1)N2 (stereo not given)	14.4	30.4	12.2	24.6	63.0	68.1	44.4	72.6
C=COCCCCOC=C	nt	105.5	108.0	95.0	nt	99.0	93.7	99.1
CC1CCc2c(sc3nc(SCC(=O)c4ccccc4)[nH]c(=O)c23)C1 (stereo not given)	102.8	100.8	104.4	100.4	105.1	106.0	106.2	112.1
Cc1ccc(-c2c3c(N)c4c(nc3nc3c2c(C)nn3-c2ccccc2)CCC4)cc1	6.7*	85.6	103.0	nt	77.9	nt	60.9	95.7

Quoted at random: 3 records from the list.
SMILES	SR	RPMI-8226	MDA-MB-435	K-562	HOP-92	CCRF-CEM	MOLT-4	HOP-62
COc1ccc(-c2nc3sc4cc(OC)ccc4n3c2-c2nc3ccc(C(F)(F)F)cc3[nH]2)cc1	88.0	86.6	88.9	98.3	nt	93.6	88.8	85.3
NC(=NCCCOc1ccc(Cl)cc1)Nc1ccc(C(F)(F)F)cc1	-23.7*	-1.7*	9.0*	nt	20.9	3.2*	5.0*	48.3
CC1CCc2c(sc3nc(SCC(=O)c4ccccc4)[nH]c(=O)c23)C1 (stereo not given)	102.8	100.8	104.4	100.4	105.1	106.0	106.2	112.1
